# PfHsp40 yeast – rescue of yeast from PfHsp40 toxicity, primary screen, S. cerevisiae, ATP luminescence; growth rescue, % at 12.5 µM; hit rate 0.68% among 340,000; AID 504582, 2011; S. cerevisiae expressing PfHsp40, growth rescue; in the data active = growth rescue above about 28%, passing the limit was not always enough; inconclusive = no clear call, values can overlap the other calls;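 note: yeast W303a lacking pdr1 and pdr3 grown in galactose medium; growth measured after three days at 30 °C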
# TcdB GH inh – TcdB glycohydrolase inhibitors, primary screen, biochemical, single point, plate reader; Toxin B (Clostridioides difficile), P18177; TcdB glycohydrolase enzymatic assay; inhibition, % at 9.99 µM; hit rate 0.24% among 350,000; AID 652162, 2013; in the data active = inhibition above about 10%
# BH1578 lux ind – inducers of Vibrio cholerae quorum light production without autoinducers, primary screen, BH1578 luxS cqsA deficient, single point; V. cholerae BH1578 lux reporter, luminescence, 6 h; activation, % at 18.7 µM; hit rate 0.16% among 350,000; in the data active = activation mostly above about 9.7%, no sharp cut-off; inconclusive = no clear call, values can overlap the other calls; inactive = mostly below about 3.7%; note: not every result past the cut was called active; inactives centre near 0; reference of the scale not given here
# Anthrax LF inh2 – Bacillus anthracis LF protease inhibitors, primary screen, biochemical, multiplex microsphere, MLPCN library; Lethal factor (Bacillus anthracis), P15917; inhibition, % at 10 µM; hit rate 0.12% among 360,000; multiplex microsphere protease cleavage assay; note: plate controls were buffer without enzyme for full effect and enzyme alone for no effect
# Target sequence (P15917 whole entry, looked up): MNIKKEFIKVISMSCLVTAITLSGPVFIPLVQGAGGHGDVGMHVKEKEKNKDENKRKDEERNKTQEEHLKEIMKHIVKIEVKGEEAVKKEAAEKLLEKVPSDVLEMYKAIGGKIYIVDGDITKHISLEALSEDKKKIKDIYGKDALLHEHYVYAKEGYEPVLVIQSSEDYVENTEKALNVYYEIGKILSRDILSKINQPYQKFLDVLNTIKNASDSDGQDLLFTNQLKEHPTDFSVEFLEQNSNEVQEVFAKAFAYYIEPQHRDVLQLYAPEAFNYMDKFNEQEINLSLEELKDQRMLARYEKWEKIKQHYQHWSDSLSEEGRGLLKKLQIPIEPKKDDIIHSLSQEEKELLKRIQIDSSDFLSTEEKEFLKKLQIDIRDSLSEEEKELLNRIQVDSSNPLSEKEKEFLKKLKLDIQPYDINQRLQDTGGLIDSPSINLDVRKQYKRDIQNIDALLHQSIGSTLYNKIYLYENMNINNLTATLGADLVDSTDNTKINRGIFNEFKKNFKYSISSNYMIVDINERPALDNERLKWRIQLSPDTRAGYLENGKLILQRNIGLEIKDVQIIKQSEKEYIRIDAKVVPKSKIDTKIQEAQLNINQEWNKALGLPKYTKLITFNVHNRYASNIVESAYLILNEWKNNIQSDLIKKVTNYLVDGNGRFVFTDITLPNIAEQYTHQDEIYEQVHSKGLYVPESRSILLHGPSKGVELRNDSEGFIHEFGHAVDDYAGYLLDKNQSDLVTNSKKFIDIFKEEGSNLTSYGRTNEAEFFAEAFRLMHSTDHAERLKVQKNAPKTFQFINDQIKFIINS
# Y pestis TopoI – Yersinia pestis topoisomerase I inhibitors, primary screen, biochemical, cleavage product accumulation, plate reader, single point; DNA topoisomerase I (Yersinia pestis CO92); hit rate 0.064% among 360,000; activity, % at 10 µM; Y. pestis Topo-I cleavage product accumulation; in the data active = activity above about 50%, passing the limit was not always enough; inconclusive = no clear call, values can overlap the other calls; note: inactives centre near 2
# BoNT-A LC inh2 – BoNT/A light chain protease inhibitors, primary screen, biochemical, flow cytometry, MLPCN library. Botulinum neurotoxin type A light chain protease (Clostridium botulinum A str. ATCC 3502). multiplex microsphere protease substrate cleavage. inhibition, % at 10 µM. hit rate 0.17% among 360,000. AID 588499, 2011; note: plate controls were buffer without enzyme for full effect and enzyme alone for no effect
# VHR inh abs – VHR1 phosphatase inhibitors, primary screen, biochemical, absorbance, uHTS. Dual specificity protein phosphatase 3 (Homo sapiens), P51452. recombinant VHR phosphatase, pNPP absorbance. inhibition, % at 13.3 µM. hit rate 0.52% among 290,000; in the data active = inhibition above about 50%; note: some compounds called inactive have numbers as strong as hits
# Target sequence (P51452 whole entry, looked up): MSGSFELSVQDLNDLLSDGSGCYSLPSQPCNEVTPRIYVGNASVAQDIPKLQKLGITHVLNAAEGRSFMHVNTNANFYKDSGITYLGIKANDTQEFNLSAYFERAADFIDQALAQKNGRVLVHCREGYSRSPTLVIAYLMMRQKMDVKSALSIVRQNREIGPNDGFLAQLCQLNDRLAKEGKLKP
# SARS 3CLpro inh – SARS-CoV 3CLpro protease inhibitors, primary screen, biochemical, quenched FRET; hit rate 0.14% among 290,000; inhibition, % at 6 µM; recombinant SARS-CoV 3CLpro, quenched FRET peptide cleavage; Replicase polyprotein 1ab (Severe acute respiratory syndrome coronavirus), P0C6X7; in the data active = inhibition above about 12%
# CCHFV vOTU inh – CCHFV vOTU protease inhibitors, primary screen, biochemical, Pep-AMC substrate, fluorescence. Crimean-Congo hemorrhagic fever virus L polyprotein viral ovarian tumor (vOTU) protease …. inhibition, % at 11.5 µM. hit rate 0.55% among 370,000. AID 651958, 2012; in the data active = inhibition above about 30%; note: 0% = vehicle wells with enzyme and 100% = no enzyme wells
# PriA SSB inh – inhibitors of Klebsiella pneumoniae PriA binding to SSB C-terminal tail, primary screen, biochemical, AlphaScreen. PriA–SSB C-terminal tail interaction (Klebsiella pneumoniae). AlphaScreen SSBct-PriA binding, biotinylated peptide. AID 1272365, 2023. inhibition, % at 33 µM. hit rate 0.6% among 430,000; in the data active = inhibition mostly above about 37%, no sharp cut-off; inactive = mostly below about 20%;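 note: plate controls were negative control peptide for no effect and reference peptide for full effect; strong numbers were not always called active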
# * marks the source's active call; other numbers are inactive results; i = inactive; ? = inconclusive; · = not tested or not shown; & = joins results of further samples. Cut-off read from the data, not from the text of the source, unless noted: active = inhibition above about 30%; inconclusive = no clear call, values can overlap the other calls; inactive = below that.
SMILES	PfHsp40 yeast	TcdB GH inh	BH1578 lux ind	Anthrax LF inh2	Y pestis TopoI	BoNT-A LC inh2	VHR inh abs	SARS 3CLpro inh	CCHFV vOTU inh	PriA SSB inh
COc1ccc(C(=O)O)cc1S(=O)(=O)N(CCc1ccccc1)Cc1ccccc1	-0.8	-2.5	-0.3	-3.0	0.8	0.1	1.5	8.2	13.0	-3.7
COc1ccc(C(=O)NCC(=O)N/N=C(C)\C=C\c2ccccc2)cc1OC	0.1	1.2	-0.3	0.7	-8.1	-1.2	4.8	5.4	3.6	·
CC(C)(NO)/C(=N\O)c1ccccc1	-0.2	·	i	-2.5	-1.4	0.4	10.3	-3.3	13.5	·
Cc1cc(=O)nc2c3ccccc3n(CC(=O)NCCCN3CCCCC3C)n12 (stereo not given)	-1.3	0.3	-0.4	-0.8	1.4	1.8	35.8	10.4	-3.5	2.6
CCOc1ccc2oc(-c3ccccc3)c(C(=O)N3CCN(CCO)CC3)c2c1	0.0	·	-0.4	-2.6	32.6	-0.4	1.8	-0.7	-7.8	19.3
Cc1noc(C)c1NC(=O)N(C)C[C@H]1Oc2ccc(NS(=O)(=O)c3cccs3)cc2C(=O)N([C@H](C)CO)C[C@@H]1C	-0.9	-0.1&1.4	-0.4	2.2	-7.9	-0.3	·	·	3.5	-4.3
CCCCn1c(N)c(N(CCOC)C(=O)c2cccc(-n3cnnn3)c2)c(=O)[nH]c1=O	-0.4	2.6	i	7.4	-11.8	10.9	·	·	-5.0	-2.6
COc1ccc(Cc2n[nH]c(=S)n2C)cc1Br	-0.5	1.3	-1.8	-7.1	9.9	-0.8	19.8	4.6	-17.2	-8.0
Cc1cn([C@@H](CCCCNC(=O)OC(C)(C)C)C(=O)NCCCCCCCCCCC(=O)N2CCN(C(=O)OC(C)(C)C)CC2)nn1	2.9	·	-0.5	-11.5	16.5	-0.3	·	·	·	4.4
CCN(CC)CCNC(=O)C(=O)Nc1cc2c3c(c1)CCC(=O)N3CCC2	3.8	0.5	-2.0	0.1	-7.6	0.4	1.9	-5.6	5.2	-5.9
CO/N=C(\CS(=O)(=O)Cc1ccc(OC)cc1)c1ccc(Cl)cc1	-0.5	1.7	i	-0.8	-5.7	2.0	17.2	2.3	-13.0	·
CCOC(=O)C1=C(C)NC2=C(C(=O)CCC2)C1c1cn(Cc2ccc(Cl)cc2Cl)nc1-c1ccccc1 (stereo not given)	3.3	·	-1.0	2.2	-2.8	0.2	13.6	-1.3	-7.9	-2.7
CCn1c(C(=O)N2CCC(C(=O)N3CCC4(CC3)OCCO4)CC2)cc2sccc21	-1.1	·	-3.6	-0.6	9.2	0.0	32.2	-4.7	-1.0	9.1
Cc1cc(Cl)ccc1OCCCC(=O)NCCc1nnc2ccccn12	-0.8	0.8	-0.1	0.8	0.7	1.0	6.8	-3.2	-2.6	2.6
Nc1ncnc2c1nc(Br)n2[C@@H]1O[C@@H]2COP(=O)(O)O[C@H]2[C@H]1O	-0.6	2.9	i	-4.8	5.9	-0.2	·	·	0.7	-4.0

# Next part:
SMILES	PfHsp40 yeast	TcdB GH inh	BH1578 lux ind	Anthrax LF inh2	Y pestis TopoI	BoNT-A LC inh2	VHR inh abs	SARS 3CLpro inh	CCHFV vOTU inh	PriA SSB inh
Cc1ccccc1C(=O)N1CCN(c2ccc(NC(=O)CSc3ccc(Cl)cc3)cc2)CC1	-0.2	·	-4.6	-6.1	12.4	0.0	16.4	4.0	14.6	5.0
O=C1[C@H]2CCC=C[C@H]2[C@H](c2cccc(Br)c2)N1Cc1ccccc1	-0.3	·	-1.0	-1.2	35.0	-0.3	·	·	·	-12.6
COc1ccc(-n2nc3c(c2NC(=O)C2CC2)CS(=O)C3)cc1 (stereo not given)	-1.4	·	i	-1.5	10.9	0.2	35.6	3.3	-0.1	-14.3
O=C(N/C(=C/c1ccco1)C(=O)N1CCCCC1)c1cccs1	1.7	·	i	-0.5	6.3	0.1	1.8	2.3	-5.5	-14.4
Cc1cc(C)cc(Oc2coc3cc(OC(=O)c4cccs4)ccc3c2=O)c1	-0.8	·	i	0.2	0.6	1.1	16.3	-6.1	-2.2	-14.6
Cc1cccc(CN2CCN(C3CN(Cc4ccc(F)cc4)S(=O)(=O)C3)CC2)c1 (stereo not given)	·	1.9	·	-6.5	·	0.2	·	·	-8.4	·
CS(=O)(=O)N1CCC(c2noc(-c3ccc(C(F)(F)F)cc3)n2)CC1	-0.4	·	-8.3	1.8	1.7	0.1	-14.9	3.6	2.0	-14.7
C=C(CC[C@@H](O)C(C)(C)O)[C@H]1CC[C@]2(C)[C@@H]1CCC1[C@@]3(C)CC[C@H](O)C(C)(C)C3CC[C@]12C (stereo not given in full)	0.2	0.8	-0.5	4.2	9.0	-1.2	·	·	-0.5	-4.1
O=C(N/N=C/c1cccc(F)c1)c1csc2c1CCCC2	0.1	·	-0.4	1.7	-3.8	0.0	24.6	3.5	25.3	·
COCc1cc(=O)oc2cc(NS(=O)(=O)c3ccc(C)cc3)ccc12	·	2.2	-0.8	·	-2.3	·	-5.1	-0.2	-70.9	-9.5
Cc1cccc(-c2noc(CN(C(=O)CCc3ccccc3)C(C)C)n2)c1	3.1	·	i	-3.5	19.5	-0.4	-3.4	-0.2	-2.0	-22.6
COc1ccc(CCNC(=S)Nc2cc(C)cc(C)c2)cc1	-0.6	·	0.0	-0.5	25.2	0.3	24.0	1.0	10.8	-1.8
CN(C)c1ccc(/C=N/NC(=O)c2ccc(CN3CCOCC3)cc2)cc1Br	-1.1	1.3	0.2	-6.3	5.5	-3.0	6.9	0.8	9.8	·
Brc1ccc(C[n+]2ccccc2)cc1	0.0	1.9	-0.4	-6.0	8.3	-0.2	·	·	-2.6	0.5
Cc1ccc(-c2nc3sc(C(N)=O)c(N)c3c3c2CCCC3)cc1	-0.6	2.5	-0.1	-0.3	23.8	-0.1	-1.5	-2.1	-11.5	-14.0

# Next part
SMILES	PfHsp40 yeast	TcdB GH inh	BH1578 lux ind	Anthrax LF inh2	Y pestis TopoI	BoNT-A LC inh2	VHR inh abs	SARS 3CLpro inh	CCHFV vOTU inh	PriA SSB inh
CCOC(=O)C(=O)NC(C)CCc1ccccc1 (stereo not given)	-1.1	0.7	-0.3	-1.2	-3.9	0.3	7.4	-2.5	-0.9	-13.6
COc1ccccc1C(=O)NCC(=O)N/N=C/c1cc(Br)ccc1OC(=O)/C=C\c1ccco1	0.3	·	-2.9	-1.7	0.6	-1.3	2.6	-5.7	1.1	·
CC1OC(Nc2cccc3ccccc23)C(O)C(O)C1O (stereo not given)	-0.2	·	-2.2	-1.0	9.0	0.2	29.5	3.7	65.1*	17.4
CCCCN(C)C(=O)c1cn(CC)c2nc(C)ccc2c1=O	1.2	·	-0.4	-2.9	1.1	-0.8	6.6	2.0	2.2	5.9
Cc1ccc(S(=O)(=O)N/N=C/C(C)(C)CO)cc1	0.0	·	4.5	0.5	-1.6	0.6	3.6	-3.2	1.4	·
COC(=O)c1ccccc1OCCN1CCCCCC1	-1.1	1.6	-0.3	-3.3	-0.4	-0.1	-19.4	9.3	-5.3	-6.8
N=c1c(S(=O)(=O)c2ccc(Br)cc2)cc2c(=O)n3ccccc3nc2n1C1CCCC1	-0.7	-6.4	0.4	1.2	0.7	2.3	-3.6	11.3	7.0	-0.9
CCCS(=O)(=O)NCc1ccc2c(c1)cc(C)n2C	0.3	0.6	i	3.4	-11.5	69.3*	22.2	-2.2	4.7	7.7
CCOc1c(P(=S)(N(C)C)N(C)C)c(C)nn1-c1ccccc1	-1.1	·	i	-6.9	-2.3	0.2	-4.1	-0.1	13.2	-10.1
O=C(NCCc1cn2ccsc2n1)c1cccs1	0.6	0.0	i	-5.8	-2.3	-0.3	-9.6	-1.4	0.4	-4.0&-2.7
CCN(CC)C(=O)Cn1cc(S(=O)(=O)CC(=O)Nc2cc(C)on2)c2ccccc21	-1.7	0.8	i	4.0	7.7	0.4	17.9	-2.3	11.1	1.5
COc1cccc(CNC(=O)[C@@H]2CCCN2C(=O)[C@H]2CCCCN2C(=O)c2cccc(OC)c2)c1	·	-0.1	·	-3.1	·	1.0	·	·	-7.6	·
O=C(Nc1cccc(O)c1)C1CC(c2c(F)cccc2Cl)=NO1 (stereo not given)	-0.6	1.7	i	11.4	11.4	?	9.8	-2.2	9.7	-11.0
COc1cccc(Oc2cn[nH]c2-c2ccc(OC)cc2O)c1	0.6	·	·	-3.5	2.1	-0.5	18.2	4.5	8.5	-6.8
CCc1ccccc1NCC(=O)Nc1ccccc1C(=O)OC	4.0	1.4	i	1.4	5.2	0.6	13.3	-2.5	-5.7	1.2

# The list continues:
SMILES	PfHsp40 yeast	TcdB GH inh	BH1578 lux ind	Anthrax LF inh2	Y pestis TopoI	BoNT-A LC inh2	VHR inh abs	SARS 3CLpro inh	CCHFV vOTU inh	PriA SSB inh
O=C(O)CSc1nnnn1-c1ccc2c(c1)OCCO2	-0.3	·	-0.3	-7.5	-7.1	-0.2	11.9	-1.2	-6.2	3.4
Cc1cc(C)c(C)c(S(=O)(=O)N2CCNCC2)c1C	-1.7	-0.9	-0.2	0.1	0.6	0.5	29.7	-6.1	-1.5	4.4
Cc1cc(C)cc(N(CC(=O)N/N=C/c2ccncc2)S(=O)(=O)c2ccccc2)c1	0.3	·	1.0	1.3	6.7	0.5	-1.5	3.7	-10.0	·
O=C1NC[C@H](CC2CCCCC2)N(CCc2cccc3ccccc23)C1=O	·	0.2	·	-7.6	·	-0.3	·	·	15.9	·
Cc1ccc(-n2nc3c(c2NC(=O)c2ccc4c(c2)OCO4)CS(=O)C3)c(C)c1 (stereo not given)	-0.4	0.4	-0.2	-3.1	0.7	2.2	·	·	-9.0	-12.3
N#CCC(=O)Nc1ccc(C(F)(F)F)cc1N1CCOCC1	1.1	1.0	-0.4	0.6	1.1	-0.1	-6.4	2.9	1.8	-4.8
COc1ccc(CN(C)C(C)C(=O)Nc2ccc(S(=O)(=O)N3CCCCC3)cc2)cc1F (stereo not given)	1.8	0.7	i	-6.5	32.0	1.3	·	·	15.1	-1.2
Cc1ccc(-c2csc(C(O)c3ccc(F)c(F)c3)n2)cc1C (stereo not given)	·	0.5	i	-2.4	4.2	0.8	·	·	9.0	·
O=C(Nc1ccc(N2CCN(C(=O)c3cccs3)CC2)cc1)c1ccc([N+](=O)[O-])o1	-1.0	5.7	-0.3	-0.2	12.0	-8.3	7.4	0.9	1.1	·
COc1ccc(/C=C(/NC(=O)c2ccco2)C(=O)Nc2ccc(C(C)=O)cc2)cc1	-1.3	-0.4	-0.2	-0.5	8.6	2.9	12.2	8.7	4.5	-0.1
COc1ccc(-n2cccc2/C=C/[N+](=O)[O-])cc1	0.0	7.9	-0.3	-0.7	-7.2	5.0	31.5	-8.5	-2.6	14.1
O=C(O)[C@@H]1CCCN1c1ncnc2sc3c(c12)CCC3	0.8	·	0.5	-2.3	1.3	-0.1	1.8	-0.7	0.2	-19.4

# The list is partial; the hit share may differ from the screen's.
